High-throughput results: PubChem, Fisher Drug Discovery Resource Center
mcGAS RapidFire = mouse cGAS inhibition by mass spec | Q8C6L5 | recombinant mouse cGAS, cGAMP by RapidFire MS | inhibition, % at 12.5 µM | 130,000 tested, 0.18% active;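 active = inhibition of cGAS enzyme activity at or above 60%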;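 note: enzyme stimulated by 45 bp dsDNA with ATP and GTP substrates; cGAMP share of summed cGAMP plus half ATP and half GTP signals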
Target sequence (Q8C6L5 whole entry, looked up): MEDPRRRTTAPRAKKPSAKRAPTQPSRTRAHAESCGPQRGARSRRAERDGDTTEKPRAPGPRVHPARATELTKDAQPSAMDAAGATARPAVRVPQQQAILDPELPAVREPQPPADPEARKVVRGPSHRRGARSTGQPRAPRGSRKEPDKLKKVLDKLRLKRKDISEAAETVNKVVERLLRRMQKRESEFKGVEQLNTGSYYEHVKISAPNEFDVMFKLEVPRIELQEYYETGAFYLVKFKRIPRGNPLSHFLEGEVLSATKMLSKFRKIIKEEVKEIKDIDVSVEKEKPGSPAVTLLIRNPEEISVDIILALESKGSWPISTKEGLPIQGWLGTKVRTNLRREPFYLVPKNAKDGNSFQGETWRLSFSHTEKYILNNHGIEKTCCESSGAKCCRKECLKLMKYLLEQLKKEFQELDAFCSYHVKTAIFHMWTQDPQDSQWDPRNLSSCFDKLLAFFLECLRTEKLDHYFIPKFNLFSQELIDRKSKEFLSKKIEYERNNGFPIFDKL
Starred values were filed as active, the others as inactive; & = joins results of further samples. Not all compounds are listed; rates above refer to the full screens.

SMILES | mcGAS RapidFire
O=C(Cc1nc(-c2ccncc2)n[nH]1)N1CCCC1c1ccccn1 (stereo unspecified) | -9
Cc1ccc(N(C)C(=O)N2CCN(S(=O)(=O)c3cccc([N+](=O)[O-])c3)CC2)cc1 | -13
Cc1cccc(N2CCN(C(=O)CSc3ccccc3Cl)CC2)c1C | 2
Cc1ccccc1N1CCN(C2CCCN(C(=O)c3cccc(C(F)(F)F)c3)C2)CC1 (stereo unspecified) | -4
O=C(COC(=O)COc1ccc2ccccc2c1)NC1CCCC1 | -1
Fc1cccc(CN2CCN(Cc3cnc(-c4ccco4)nc3)CC2)c1 | -12
CCc1nc(N2CCCC2)c(C#N)c2c1COC(C)(C)C2 | 2
CCc1ccc(C(NC(C)C(=O)Nc2c(C)nn(C)c2C)C(C)C)cc1 (stereo unspecified) | -10
CC(C(=O)NC1(C#N)CCCCC1)n1nnc(-c2ccc(Cl)cc2)n1 (stereo unspecified) | -10
COc1ccc(Cl)cc1S(=O)(=O)NCc1ccccc1Cl | 6
O=C(CCC1CCN(C(=O)CCc2ccccc2)CC1)Nc1ccc2c(c1)OCCO2 | -7
O=S(=O)(Nc1cccc(S(=O)(=O)NC2CC2)c1)c1cccc(C(F)(F)F)c1 | 9
O=C(Cn1nc(-c2cccs2)oc1=O)Nc1ccccc1F | -6
CCOc1ccccc1-n1c(=O)[nH]c2c(C(N)=O)nc(-c3ccc(C)o3)nc21 | -6
CCOC1CC(O)C12CCN(Cc1nc(C)c(C)s1)CC2 (stereo unspecified) | -8
CCCc1nc(N2CCC(N3CCCC(C(=O)N4CCN(C)CC4)C3)CC2)no1 (stereo unspecified) | -3
CN1CCN(C(=O)Nc2cccnc2N2CCCC2)C(c2ccccc2)C1 (stereo unspecified) | -2
S=c1nnc2c3ccccc3[nH]c2n1CCc1ccccc1 | -8
COc1ccc(C(N)=S)c(OC)c1 | -3
Cc1cnc2n(c1=O)C(CC(=O)N1CCCCCC1)CS2 (stereo unspecified) | -2
CC(=O)NCCNc1ccc(Nc2cc(C)ccn2)nn1 | -5
O=C(Cc1cccc(F)c1F)N1CCC(CO)(Cc2cccc(C(F)(F)F)c2)CC1 | 2
O=C(CNc1ccc2c(c1)NC(=O)CC2)Nc1ccc(F)c(F)c1 | 5
O=[N+]([O-])c1cn[nH]c1-c1cnn(-c2ccccc2)c1 | -1
CC(Cc1cnccn1)NC(=O)c1ccc2nc(C3CC3)oc2c1 (stereo unspecified) | -7
SMILES | mcGAS RapidFire
O=C(NCCCN1CCCCCC1=O)NCc1ccnc(N2CCCCC2)c1 | 1
N#Cc1ccc2ncc(/C=C/c3ncc(/C=C/C(=O)O)s3)n2c1 | 0
c1ccc(-c2ccc(N3CCC4(CCNCC4)C3)nn2)cc1 | -22
COc1c(Cl)cc(Cl)cc1CNc1nn[nH]n1 | -10
CCc1cccc(NC(=O)COC(=O)c2cn3c(C)cccc3n2)c1 | -1
O=C(NCc1cccnc1)C1CCCN(C2CCN(c3cnccn3)CC2)C1 (stereo unspecified) | -5
Cn1c(SCC(=O)NN=C2CC3CCC2(C)C3(C)C)nnc1-c1ccco1 (stereo unspecified) | -3
N#Cc1ccc(OCC(O)CN2CCc3ccccc32)cc1 (stereo unspecified) | 0
CS(=O)(=O)NCCc1ccc(C(=O)Nc2ccc(C(F)(F)F)cc2)cc1 | -1
CCOc1ccc(NC(=O)CSc2ccc(NC(=O)C3CC3)nn2)cc1 | 11
CN1C(=O)c2ccc(NC(=O)c3ccno3)cc2C1=O | -9
COC(=O)NC1CCN(c2ccccc2C(=O)NCCc2ccccc2OC)CC1 | -3
OC1CCCN(c2ccnc(NCc3csc(-c4ncccn4)n3)n2)C1 (stereo unspecified) | 1
CN(Cc1ccc(C(F)(F)F)cc1)Cc1ccc(S(=O)(=O)N(C)C)o1 | -32
O=C(NC1c2ccccc2-c2ccccc21)c1cc2n(n1)CCCNC2 | -18
Cc1ccc(OCCNC(=O)N2CCN(S(=O)(=O)c3ccc(C#N)cc3)CC2)c(C)c1 | -1
c1ccc(CN2CCC(Nc3ncnc4sccc34)CC2)nc1 | -8
c1ccc(-c2ncn(CC3CNCCO3)c2-c2cccn2-c2cccnc2)cc1 (stereo unspecified) | -1
Cc1ccccc1N1CCN(C2CCCN(C(=O)Cn3nc4ccccc4n3)C2)CC1 (stereo unspecified) | -3
O=C(CCOc1ccccc1)N1CCCC(CNC(=O)C2(c3ccc(Cl)cc3)CC2)C1 (stereo unspecified) | -1
Cc1sc2nc(CNCc3ccco3)[nH]c(=O)c2c1C | 6
COc1cc(S(=O)(=O)NC2CC(C)(C)NC(C)(C)C2)c(OC)cc1Cl | -5
O=C(C1CCc2ccccc2O1)N1CCC(Cn2cc(C3CC3)nn2)CC1 (stereo unspecified) | -17
CO[C@H]1CC(O[C@@H]2/C(C)=C/C[C@@H]3C[C@@H](C[C@]4(CC[C@H](C)[C@@H](C5CCCCC5)O4)O3)OC(=O)[C@@H]3C=C(C)/C(=N\O)[C@H]4OC/C(=C\C=C\[C@@H]2C)[C@]43O)O[C@@H](C)C1O (stereo partly specified) | -6
O=C(NC1CC1)C1CCN(S(=O)(=O)N2CCOCC2)CC1 | -1
SMILES | mcGAS RapidFire
NC(=O)c1cccc(CC2CCN(C(=O)CCc3cccnc3)C2)c1 (stereo unspecified) | -11
COC(C)CCOC(=O)c1oc2c(c1C)C(=O)CCC2 (stereo unspecified) | 1
N#CC1C(=N)Oc2c(sc3ccccc23)C1c1ccccc1 (stereo unspecified) | 7
Cc1c(Cl)c(C(=O)N2CCCC(O)(CN(C)C)C2)nn1C (stereo unspecified) | -18
Cc1cc(C)n(Cc2ccc(N)cc2)n1 | -13
NC(=O)c1ccsc1NC(=O)CN1CCN(C(=O)c2cccs2)CC1 | -16
CCCCc1ncc(-c2nccn2Cc2ccoc2)[nH]1 | -5
O=C(C1CC2(CCNCC2)CN1)N1CCN(c2nc3ccccc3o2)CC1 (stereo unspecified) | -2
Cc1ccccc1-c1cccc([C@@H]2C[C@H]3CN(Cc4cccnc4)C(=O)[C@]34CCCN24)c1 | -1
CSc1ccc(C(c2c(C)[nH][nH]c2=O)c2c(C)[nH][nH]c2=O)cc1 | 18
c1ccc(-c2csc3nc(-c4cccnc4)nc(Oc4ccc(-c5nnco5)cc4)c23)cc1 | -6
Cc1cc(NC(=O)c2ccc3c(c2)OCCO3)ccc1N1CCCC1=O | -13
Cc1nc(SCC(=O)O)c2c(C)c(C)sc2n1 | 17
COCC(c1ccccn1)N(C)C(=O)c1ccc(F)c(OC)c1F (stereo unspecified) | -6
CCN(Cc1nc2cc(OC)c(OC)cc2c(=O)[nH]1)C(=O)Cc1c(F)cccc1Cl | 4
Cc1ccc(C)c2[nH]c(=O)c(CCNC(=S)NC3CCCCC3)cc12 | 2
CSCC(C)N(C)C(=O)c1cccc(-c2n[nH]c(C)n2)c1 (stereo unspecified) | -2
NC(=O)Cn1cc(Br)c(-c2ccc(Cl)cc2)n1 | -17
Cc1ccc(CN2CCNC(=O)C2CC(=O)NC2Cc3ccccc3C2)cc1 (stereo unspecified) | -3
Fc1cccc(-n2c(N3CCOCC3)n[nH]c2=S)c1 | 5
CC(c1cccs1)N(C)C(=O)c1ccc(N2CC(=O)NC2=O)cc1 (stereo unspecified) | -19
CCN(CCN(C)C)CC(C)CCC=C(C)C (stereo unspecified) | -5
COc1ccc(C(=O)NC2CCCN(Cc3ccccn3)C2)c(OC)c1OC (stereo unspecified) | -12
Fc1ccc(Cl)cc1-c1nc(Nc2ccncc2)c2nccnc2n1 | 3
COCc1noc(-c2ccc(N3CCC4(CC3)OCCO4)nc2)n1 | -2
SMILES | mcGAS RapidFire
Cc1ccccc1-n1nc(SCC(=O)O)sc1=S | -11
CCCCc1ccc(N2CCn3c2nc2c3c(=O)[nH]c(=O)n2C)cc1 | 4
COCc1ccc(C(=O)N2CCCC(N(C)CCc3ccc(OC)c(OC)c3)C2)s1 (stereo unspecified) | -9&-3
CN1CC2(CCN(C(=O)c3cc4c(C(F)(F)F)nn(C)c4s3)C2)OC1=O (stereo unspecified) | -17
CC(=NOCC(=O)O)c1cccs1 | -11
CCCn1c(=O)n(C)c(=O)c2nc3c(cc21)c(=O)n(C)c(=O)n3CCC | -4
CNC(=S)N1CCN(c2ncc(C(F)(F)F)cc2Cl)CC1 | -14
CCCCCCCCCCC[C@@H](C[C@H]1OC(=O)[C@H]1CCCCCC)OC(=O)[C@@H](CC(C)C)NC=O | -2
COCCN(Cc1nc2scc(-c3cccc(OC)c3)c2c(=O)[nH]1)CC(O)COCc1ccco1 (stereo unspecified) | -4
Cc1ncsc1CCC(=O)N1CCC(CCC(=O)Nc2ccc3c(c2)OCCO3)CC1 | -4
O=c1cc(C(F)(F)F)c2ccc(OS(=O)(=O)c3ccc(F)c(F)c3)cc2o1 | -2
COC(=O)C1CCCN1CCn1nc(C)cc1C (stereo unspecified) | -11
CCc1ccc(CN2CCC3(CCCN(Cc4ccccc4F)C3=O)C2)o1 (stereo unspecified) | 3
Cn1c(COc2ccccc2Cc2ccccc2)cc(=O)n(C)c1=O | -5
Cc1cc(Nc2ccc3c(n2)C(=O)N(CC(=O)NCCN2CCOCC2)C3)n(C)n1 | 6
CCOC1OC2C(CO)OC(n3cnc4c(N)ncnc43)C2O1 (stereo unspecified) | -27
Cc1ccn2cc(C(=O)N3CCC(NC(=O)C4CCCCC4)CC3)nc2c1 | -14
O=C(NC(c1ccccc1)c1ccc(Br)cc1)c1ccco1 (stereo unspecified) | 1
Fc1cccc(-n2cc(CN3CCC(OCc4cccnc4)CC3)cn2)c1 | -14
O=C(NCc1ccc(Cl)s1)C1CCN(S(=O)(=O)c2cccnc2)CC1 | 0
COC(=O)c1cc(Oc2ncnc3scc(-c4ccccc4)c23)cc(C(=O)OC)c1 | -1
O=C(CSc1nnc(SCC(=O)c2cccs2)s1)c1cccs1 | -3
N[C@@H]1CC[C@@H](NS(=O)(=O)c2cc(Cl)c(Cl)s2)C1 | -27
COc1cc(/C=N\n2cnnc2)c(Br)cc1OCc1ccccc1 | -27
CCCC(=O)Nc1cccc(C(=O)NC2CCCN(Cc3cccc(O)c3)C2)c1 (stereo unspecified) | -19
SMILES | mcGAS RapidFire
CCC1=NOC(C(=O)NCCn2c(C)cc(C)nc2=O)C1 (stereo unspecified) | 1
Cc1cccc(CNC(=O)c2sc(=O)n(Cc3ccc(F)cc3)c2C)c1 | -10
CCCNC(=O)[C@@H]1CCCC[C@@H]1C(=O)N(CC)CCO | -12
CC(C)N(C(=O)c1ccc2nnc(C(F)F)n2c1)C1CCOCC1 | -5
CCC(C)NCc1ccc(OS(=O)(=O)c2ccc(NC(C)=O)cc2)cc1 (stereo unspecified) | -11
CCC1=NOC(CNC(=O)CCc2nc3ccc(F)cc3[nH]2)C1 (stereo unspecified) | -14
O=C(N[C@H](CO)Cc1ccccc1)C1CC=CCC1C(=O)N1CCc2c([nH]c3ccccc23)C1 (stereo partly specified) | -6
Cc1ccc(NCc2ccc(CO)o2)cc1 | -6
O=C(NCc1ccccc1Cl)[C@@H]1C[C@@H](n2cnnn2)CN1C/C=C/c1ccccc1 | -9
Cc1cccn2c(=O)c3cc(C(=O)NCC(C)C)sc3nc12 | -7
COc1cccc(-n2cc(CNc3nc(N(C)C)nc4c3CCNC4)cn2)c1 | 8
Cc1cc(C)n(CC2(CNCC(=O)Nc3cccc(C)c3C)CC2)n1 | -2
CC(=O)Oc1ccc(Cn2c(C)c(C(=O)NC3CCCC3)sc2=O)cc1 | -5
CCC(C)Nc1nc2cc(C)nn2c2ccccc12 (stereo unspecified) | -3
CC(C)CCn1c(=O)c2c(nc3n2CC(C)CN3c2ccccc2)n(C)c1=O (stereo unspecified) | -7
Cc1noc(C)c1S(=O)(=O)N1CCN(Cc2ccc(Cl)s2)CC1 | 3
CC(C)(C)n1ncc2c(=O)n(NC(=O)C3CC(=O)N(c4ccccc4)C3)cnc21 (stereo unspecified) | -2
CCCNC(=O)N1CCC2(CCCN(Cc3cccc(OC)c3OC)C2=O)C1 (stereo unspecified) | -10
Cc1ccc(C)n1-n1cnc2sc3c(c2c1=O)CCCC3 | -21
COc1ccccc1CN(C)C(=O)c1c(-c2ccccc2)noc1C | -7

Grouped by structure: the entries above with an aryl methoxy group
SMILES | mcGAS RapidFire
COc1ccc(Cl)cc1S(=O)(=O)NCc1ccccc1Cl | 6
COc1ccc(C(N)=S)c(OC)c1 | -3
COc1c(Cl)cc(Cl)cc1CNc1nn[nH]n1 | -10
COC(=O)NC1CCN(c2ccccc2C(=O)NCCc2ccccc2OC)CC1 | -3
COc1cc(S(=O)(=O)NC2CC(C)(C)NC(C)(C)C2)c(OC)cc1Cl | -5
COCC(c1ccccn1)N(C)C(=O)c1ccc(F)c(OC)c1F (stereo unspecified) | -6
CCN(Cc1nc2cc(OC)c(OC)cc2c(=O)[nH]1)C(=O)Cc1c(F)cccc1Cl | 4
COc1ccc(C(=O)NC2CCCN(Cc3ccccn3)C2)c(OC)c1OC (stereo unspecified) | -12
COCc1ccc(C(=O)N2CCCC(N(C)CCc3ccc(OC)c(OC)c3)C2)s1 (stereo unspecified) | -9&-3
COCCN(Cc1nc2scc(-c3cccc(OC)c3)c2c(=O)[nH]1)CC(O)COCc1ccco1 (stereo unspecified) | -4
COc1cc(/C=N\n2cnnc2)c(Br)cc1OCc1ccccc1 | -27
COc1cccc(-n2cc(CNc3nc(N(C)C)nc4c3CCNC4)cn2)c1 | 8
CCCNC(=O)N1CCC2(CCCN(Cc3cccc(OC)c3OC)C2=O)C1 (stereo unspecified) | -10
COc1ccccc1CN(C)C(=O)c1c(-c2ccccc2)noc1C | -7
